3T3 cytotox: Cytotoxic Profiling in NIH 3T3 Cell Line of Diverse Libraries Using Quantitative High-Throughput Screening. 94,000 compounds, 4.3% hits. Potency, µM (top dose mostly 96.7 µM), for inactives: at the top dose activity change, negative = cytotoxicity, usual class: inhibitors. NIH 3T3 viability, CellTiter-Glo ATP luminescence, 48-72 h; also: potency is read from the fitted curve at half-maximal effect; nearly all actives have a fitted effect of over 55% in size
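Cells were seeded at 400 per well, treated with pin-transferred compound, and kept 48 or 72 hr at 37 °C before CellTiter-Glo addition and luminescence imaging of cellular ATP.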
IP6K1 inhibitor: Primary qHTS assay for small molecule inhibitors of Inositol hexaphosphate kinase 1 (IP6K1); AID 1645851, 2021; activity change, % (series mostly up to about 58 µM); IP6K1 kinase, ADP-Glo luminescence, 2 h; hits give low values; Inositol hexakisphosphate kinase 1 (Homo sapiens), Q92551; 140,000 compounds, 0.81% hits; in the data active = activity change below about -25%
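ADP-Glo luminescence measures ADP made by human IP6K1 during a 2 h RT reaction with ATP/IP6 (mix at 1.3 mM/130 uM); top library doses 57.5 and 19.1 uM final.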
SNCA viab count: GF-AFC viability counterscreen for inhibitors of alpha-synuclein gene (SNCA) expression; HEK-293-SNCA-luc viability, GF-AFC fluorescence, 24 h; Potency, µM (highest dose often 57.1 µM), for inactives: top-dose activity change, negative = cytotoxicity, hits mostly cytotoxic; 150,000 compounds, 0.12% hits; AID 1671193, 2021;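 also: potency is read from the fitted curve at half-maximal effect; 0% = DMSO-treated cells and -100% = medium-only wells without cells; nearly all actives have a fitted effect of over 30% in size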
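Cytotoxicity counterscreen: after 24 h compound treatment of genome-edited SNCA-luciferase HEK-293 cells, live-cell protease substrate GF-AFC read by fluorescence after 30 min; activity scaled between DMSO (0%) and medium-only (-100%), curves Hill-fitted.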
Luciferase inh: Firefly luciferase inhibition profiling of diverse chemical library using quantitative high-throughput screening; purified P. pyralis luciferase, luminescence, biochemical; Potency, µM (series often up to 115 µM), for inactives: at the highest dose activity change, negative = inhibition, most hits filed as inhibitors; 76,000 compounds, 2.5% hits; also: potency is read from the fitted curve at half-maximal effect; nearly all actives have a fitted effect of over 65% in size
Target sequence (P08659 whole entry, looked up): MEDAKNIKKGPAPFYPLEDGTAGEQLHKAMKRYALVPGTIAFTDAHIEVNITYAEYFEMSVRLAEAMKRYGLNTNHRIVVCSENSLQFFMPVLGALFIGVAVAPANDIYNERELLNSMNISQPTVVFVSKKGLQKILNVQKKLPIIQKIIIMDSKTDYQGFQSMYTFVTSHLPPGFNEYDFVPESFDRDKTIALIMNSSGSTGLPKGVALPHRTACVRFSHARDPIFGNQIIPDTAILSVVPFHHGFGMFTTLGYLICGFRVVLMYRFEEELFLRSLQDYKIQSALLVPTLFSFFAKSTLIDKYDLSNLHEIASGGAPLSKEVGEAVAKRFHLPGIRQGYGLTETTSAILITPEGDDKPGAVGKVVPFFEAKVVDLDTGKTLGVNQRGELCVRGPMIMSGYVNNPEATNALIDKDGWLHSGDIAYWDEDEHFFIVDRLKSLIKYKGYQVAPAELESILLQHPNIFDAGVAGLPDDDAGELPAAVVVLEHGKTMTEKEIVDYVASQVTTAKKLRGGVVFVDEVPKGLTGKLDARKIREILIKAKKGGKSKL
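Inhibitors were tested against purified firefly luciferase in a biochemical, low-substrate format (both substrates at 10uM) and luminescence measured with a CCD imager.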
SNCA expr inhib: Primary qHTS assay for inhibitors of alpha-synuclein gene (SNCA) expression | 140,000 compounds, 0.17% hits | Potency, µM (doses to about 57.2 µM), for the others: at the top dose activity change, negative = inhibition, most hits filed as inhibitors | HEK-293 SNCA-luciferase knock-in, luminescence, 24 h;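 also: potency is read from the fitted curve at half-maximal effect; plate controls were DMSO cells for no effect and cell-free wells for full effect; nearly all actives have a fitted effect of over 45% in size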
HEK cytotox: Cytotoxic Profiling in HEK 293 Cell Line of Diverse Libraries Using Quantitative High-Throughput Screening; AID 1345083, 2018; 94,000 compounds, 6.6% hits; Potency, µM (highest dose often 115 µM), for inactives: at the top dose activity change, negative = cytotoxicity, hits mostly inhibitors; HEK 293 viability, ATP luminescence (CellTiter-Glo), 48-72 h; also: potency is read from the fitted curve at half-maximal effect; nearly all actives have a fitted effect of over 60% in size
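qHTS cytotoxicity; HEK 293, 250 cells/well; compound pinned; 48 or 72 hr, 37 degree Celsius, 5% CO2, 95% humidity; CellTiter-Glo, 10 min RT; luminescence (ATP).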
GPT2 inh: Primary qHTS assay for inhibitors of Glutamate pyruvate transaminase 2 (GPT2). 100,000 compounds, 0.25% hits. Alanine aminotransferase 2 (Homo sapiens), Q8TD30. AID 1671188, 2021. Recombinant GPT2, coupled pyruvate oxidase/HRP Amplex Red fluorescence. Potency, µM (top dose mostly 57.7 µM), without a hit: at the top dose activity change, negative = inhibition, hits mostly inhibitors; also: potency is read from the fitted curve at half-maximal effect; nearly all actives have a fitted effect of over 60% in size; many of its hits are not listed in these tables
Target sequence (Q8TD30 whole entry, looked up): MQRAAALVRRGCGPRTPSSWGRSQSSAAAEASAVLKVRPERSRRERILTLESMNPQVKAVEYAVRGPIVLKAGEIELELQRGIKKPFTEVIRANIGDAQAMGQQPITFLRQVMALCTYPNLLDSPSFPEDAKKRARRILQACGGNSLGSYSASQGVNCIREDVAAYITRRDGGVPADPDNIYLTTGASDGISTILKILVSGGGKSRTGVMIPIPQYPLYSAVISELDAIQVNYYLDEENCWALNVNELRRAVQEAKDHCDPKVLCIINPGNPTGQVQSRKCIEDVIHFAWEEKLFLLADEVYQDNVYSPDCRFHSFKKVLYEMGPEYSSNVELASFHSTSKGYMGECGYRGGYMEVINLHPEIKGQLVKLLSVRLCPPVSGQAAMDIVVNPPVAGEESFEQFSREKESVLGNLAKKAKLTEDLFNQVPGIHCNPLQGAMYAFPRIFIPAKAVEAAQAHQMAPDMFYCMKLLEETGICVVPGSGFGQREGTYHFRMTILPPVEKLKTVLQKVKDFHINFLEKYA
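GPT2 10ng/uL, a-KG 250uM, L-Ala 2mM, HEPES pH7.5 + 0.0001% Tween; 30 min RT. Then Amplex mix (PO/HRP/ThPP), 30 min RT dark, fluorescence. AOA 50uM used as positive control.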
The depositor's hits bear a star; i = inactive; ? = inconclusive; . = not tested or not shown; [ ] = another dose, or the depositor's remark. Unless noted, calls follow the shape of the dose curve; as a rule, active = well fitted curve in the direction sought with a large enough effect; inconclusive = small, poorly fitted or top-dose-only effect, or another doubt; inactive = no such curve, though single readings can be large; an effect the other way counts as inactive or inconclusive. Unless noted, % is scaled to controls: 0 for no effect and ±100 for the full control effect. Some of the compounds tested. The share of hits here may be higher or lower than overall.

cpd	compound	HEK cytotox	GPT2 inh	3T3 cytotox	IP6K1 inhibitor
1	O=C(c1cccc(C(F)(F)F)c1)N1CCN(CCn2nc3n(c2=O)CCCC3)CC1	-14%	.	-20%	-8
2	Cc1noc(C)c1C(=O)N1CC(N(Cc2cccnc2)CC(C)C)C1	1%	i	-18%	0
3	CCCS(=O)(=O)N1C[C@@H](Oc2ccccc2)C[C@@H]1C(=O)NCCOC	i	i	i	7
4	COc1cccc2c1Oc1nc(-c3ccccc3)nc(SCC(=O)N3CCCCC3)c1C2	.	.	.	-14
5	CN1Cc2ncnc(N3CCOCC3)c2CN(c2cccnc2)C1=O	-3%[172 µM]	i	1%[138 µM]	-14
6	O=C(Nc1ccc(Oc2ccccc2)cc1)O[C@@H]1CO[C@H]2[C@@H]1OC[C@@H]2NC(=O)c1ccc(C(F)(F)F)cc1	?	?	?	-4
7	COCCn1c(CO)nnc1C1CC(NC(=O)Cc2nc(C)sc2C)C1 (stereo not given)	0%	-8%	2%	-1
8	COc1ccccc1C(=O)N1CCCN(c2ccnc3ccnn23)CC1	-14%	4%	-15%	-14
9	O=C(C1CC2(CCNCC2)CN1)N1CCC(c2nc3ccccc3[nH]2)CC1 (stereo not given)	-5%	i	-12%	22
10	CCn1nccc1C(=O)N1C[C@@H](Oc2ccccc2)C[C@H]1C(=O)N1CCOCC1	2%	i	-11%	0
11	Cc1cnc(C(=O)NC2C[C@H]3CC[C@@H](C2)N3C(=O)CCc2ccccc2)cn1 (stereo not given in full)	-5%	i	-16%	20
12	COc1cccc(CNC(=O)c2cnc3sc(N4CCCC4)nn3c2=O)c1OC	.	.	.	9
13	Cc1ccc(NC(=O)c2ccc3c(c2)N(C)C2CCCCCN2C3=O)c(F)c1 (stereo not given)	?	-1%	?	2
14	COc1ccc(-n2nc3n(c2=O)CCN(CC2CCCCC2)C3)cc1	-30%	i	-12%	-9
15	Cc1cc(-c2cccc(OCCn3ccnc3)c2)ccn1	?	-1%	?	2

cpd	SNCA viab count	SNCA expr inhib	Luciferase inh
1	.	.	.
2	-2%	17%	-18%
3	-2%	37%[activator]	-4%
4	-2%	7%	.
5	-15%[87.6 µM]	-7%[87.6 µM]	12%[172 µM]
6	3%	-10%	0%
7	-8%	-23%	5%
8	5%	0%	.
9	0%	3%	-2%
10	7%	16%	3%
11	-10%	-13%	1%
12	4%	3%	.
13	11%[12.5 µM]	101%[activator]	?
14	-4%	-5%	.
15	3%	-6%	-8%

Next part.
cpd	compound	HEK cytotox	GPT2 inh	3T3 cytotox	IP6K1 inhibitor
16	CC(=O)N1CCC([C@@H]2CN(Cc3ccc(Br)cc3)C[C@H]2CO)CC1	?	i	-3%	6
17	CC1=C(C(=O)OC2CCCC2)C(c2ccc(F)cc2F)CC(=O)N1 (stereo not given)	.	.	.	39
18	COc1cccc(-n2nnc(-c3nc(-c4ccccc4F)no3)c2C)c1	.	.	.	13
19	CCCCCC(=O)Nc1nc2c(s1)C[C@@H]1[C@](C)(CO)[C@H](O)CC[C@@]1(C)[C@@H]2CC(=O)Nc1ccccc1	?	2%	-28%	-8
20	O=C1Nc2ccccc2CC12CCN2Cc1ccc(OC(F)(F)F)cc1 (stereo not given)	45µM*	i	?	4
21	Cc1nnc(NC(=O)C2c3ccccc3C(=O)N(Cc3ccccc3)C23CCCC3)s1 (stereo not given)	?	i	-22%	-3
22	COc1ccc(O[C@H]2COCCN(C(=O)c3cccc(F)c3)C2)cc1	-5%[172 µM]	-4%[88.5 µM]	-4%[138 µM]	17
23	CCC(=O)C1=C(c2ccc(Cl)cc2)N(C(=O)CC)n2c(C)nnc2S1	.	.	.	21
24	COCCNC(=O)[C@@H]1C[C@H](Oc2cccnc2)CN1C(=O)c1nccc2ccccc12	i	i	-4%	4
25	N#Cc1ccc(CN2CCCC3(Cc4ccccc4CNC3=O)C2)cc1 (stereo not given)	?	i	-20%	2
26	O=C(CCc1nc2ccccc2s1)NCC1Cn2cccc2CN1Cc1ccccc1 (stereo not given)	?	i	?	-5
27	CC[N+]1(C/C2=C/CCCCCC2)CCC(NC(=O)C2c3cc(Cl)ccc3Oc3ccc(Cl)cc32)CC1 (stereo not given)	.	i	.	-1
28	CC(C)n1c(CCNC(=O)CC[C@H]2NC(=O)c3ccccc3NC2=O)nc2ccccc21	1%	i	i	0
29	CCOc1ccccc1C(=O)N1CCC(N2CC3CC(C2)[C@H]2CCCC(=O)N2C3)CC1 (stereo not given in full)	-1%	2%	i	2
30	CCc1noc(-c2nc(-c3ccc(OC)c(OC)c3)no2)n1	-5%	i	-2%	0

cpd	SNCA viab count	SNCA expr inhib	Luciferase inh
16	3%[12.5 µM]	8%	7%
17	7%	3%	.
18	7%	2%	.
19	-9%	?	5%
20	1%	-11%	3%
21	-12%	4%	12%
22	-1%[87.6 µM]	5%[87.6 µM]	2%[172 µM]
23	3%	-1%	.
24	0%	-7%	-2%
25	-2%	3%	.
26	6%	-8%	-7%
27	-28%	.	.
28	-3%	-4%	8%
29	6%	-12%	1%
30	-3%	23%	3%

The listing continues:
cpd	compound	HEK cytotox	GPT2 inh	3T3 cytotox	IP6K1 inhibitor
31	CN(C)C[C@H]1O[C@@H]2C[C@@H](CC(=O)N3CCOCC3)O[C@@H]2[C@@H]1O	1%[172 µM]	1%[88.5 µM]	-10%[174 µM]	-1
32	CCOC(=O)c1c(C)[nH]c(C)c1S(=O)(=O)N1CCC(C(=O)Nc2cc(Cl)ccc2OC)CC1	.	.	.	-10
33	Cc1ncoc1C(=O)N1CCC(N2C(=O)C3(CCCCC3)C2c2ccccc2)CC1 (stereo not given)	?	2%	-27%	-9
34	Nc1nc(N)c(N=O)c(OCC2CCCCC2)n1	.	4%	.	.
35	NC1(Cc2ccc(Cl)cc2)CCN(c2ncnc3[nH]ccc23)CC1	.	-9%	.	1
36	C#CCNC(=O)c1cn2cc(-c3cccc(C(F)(F)F)c3)sc2n1	?	-15%	?	15
37	CNC(=O)CCn1ncc2cc(OCc3ccccc3-c3ccc(OC)cc3Cl)ccc21	?	-52%	?	2
38	O=C(NC1CCCC1)C1CCCN(C2CCN(C3Cc4ccccc4C3)CC2)C1 (stereo not given)	4%	-2%	3%	7
39	Cc1ccccc1C(=O)N1CCCN(c2cc(-c3ccc(Cl)cc3)[nH]n2)CC1	?	-21%	?	-7
40	CN(C)C(=O)COC(=O)Cc1ccc(OC(=O)c2ccc(N=C(N)N)cc2)cc1	.	i	.	10
41	CCOc1ccc(CC(=O)N2C[C@@H](COC)[C@H](C(N)=O)C2)cc1	i	i	i	-3
42	CCOc1ccc(OCC)c(Nc2nc3ccc(Cl)cc3n3cnnc23)c1	.	.	.	3
43	COCCc1nncn1C1CCN(S(=O)(=O)c2cc(F)cc(F)c2)CC1	16%	i	-3%	2
44	COc1ccc(C(=O)NCC(=O)N2CCCCCCNC(=O)CC2c2ccccc2)c(OC)n1 (stereo not given)	-4%	5%	-18%	9
45	O=C(NC1CC(=O)N(c2ccc(Cl)cc2)C1)c1ccc2c(c1)OCO2 (stereo not given)	.	.	.	16

cpd	SNCA viab count	SNCA expr inhib	Luciferase inh
31	2%[87.6 µM]	2%[87.6 µM]	-4%[172 µM]
32	-7%	5%	.
33	8%	29%	.
34	?	-31%	.
35	?	-21%	.
36	-17%	-4%	.
37	-7%	1%	-13%
38	-17%	-6%	-5%
39	-14%	?	0%
40	-19%	-27%	.
41	5%	22%	7%
42	1%	-5%	.
43	15%	5%	8%
44	?	-3%	-10%
45	2%	2%	.

Gathered by group: the compounds so far with a CF3 group
cpd	compound	HEK cytotox	GPT2 inh	3T3 cytotox	IP6K1 inhibitor
1	O=C(c1cccc(C(F)(F)F)c1)N1CCN(CCn2nc3n(c2=O)CCCC3)CC1	-14%	.	-20%	-8
6	O=C(Nc1ccc(Oc2ccccc2)cc1)O[C@@H]1CO[C@H]2[C@@H]1OC[C@@H]2NC(=O)c1ccc(C(F)(F)F)cc1	?	?	?	-4
20	O=C1Nc2ccccc2CC12CCN2Cc1ccc(OC(F)(F)F)cc1 (stereo not given)	45µM*	i	?	4
36	C#CCNC(=O)c1cn2cc(-c3cccc(C(F)(F)F)c3)sc2n1	?	-15%	?	15

cpd	SNCA viab count	SNCA expr inhib	Luciferase inh
1	.	.	.
6	3%	-10%	0%
20	1%	-11%	3%
36	-17%	-4%	.

Later entries
cpd	compound	HEK cytotox	GPT2 inh	3T3 cytotox	IP6K1 inhibitor
46	COC(=O)c1ccc(COCC2=CC(C)(C)COc3ccc(OC)cc32)cc1	?	.	?	19
47	O=C(CCCc1cccs1)N1CCC2(CC1)[C@H](O)C[C@@H]2OCCO	-9%	i	1%	2
48	Cc1ccc(CCNc2nc3c(S(=O)(=O)c4ccccc4)nnn3c3ccsc23)cc1	.	.	.	-14
49	Cc1ncoc1C(=O)N1CCCCCCn2c(nnc2-c2ccc(F)cc2)CC1	i	i	-17%	3
50	CCOC(=O)c1noc2nc(C)n(CC(=O)Nc3cc(Cl)ccc3OC)c(=O)c12	.	.	.	9
51	O=C(CCc1nc2cccnc2n1-c1ccccc1)Nc1ccc(Cl)c(Cl)c1	.	.	.	-7
52	CCn1cc(C(=O)N2CCN(c3cc(Cl)ccc3C)CC2)c(=O)c2cc(S(=O)(=O)N3CCCC3)ccc21	.	.	.	33
53	O=C(Nc1cccc(F)c1)N1CCCC(c2nn[nH]n2)C1 (stereo not given)	i	-9%	-1%	-3
54	Cc1ccc(NS(=O)(=O)c2c(C)nc3sccn3c2=O)c(Cl)c1	.	.	.	3
55	Cc1ccc2c(c1)N(C(=O)N1CCC(C(=O)NCc3ccccc3F)CC1)CC(C)O2 (stereo not given)	.	.	.	17
56	O=c1c2nc(OCc3ccc(-n4cccn4)cc3)ccc2ncn1Cc1ccccc1	28µM*	-6%[88.5 µM]	?	2

cpd	SNCA viab count	SNCA expr inhib	Luciferase inh
46	.	.	.
47	4%	170%[activator]	?
48	2%	-6%	.
49	-2%	11%	-6%
50	4%	1%	.
51	-29%	7.1µM*	.
52	-19%	27%	.
53	-3%	?	2%
54	11%	-1%	.
55	-11%	-13%	.
56	-19%[87.6 µM]	-26%[87.6 µM]	1%[172 µM]

Compound activity: PubChem BioAssay, National Center for Advancing Translational Sciences (NCATS)
